RBBP9 inh – blocks human serine hydrolase RBBP9; O75884; recombinant RBBP9, FP-Rh probe fluorescence polarization; inhibition, % at 7.94 µM; hit rate 0.2% among 220,000; AID 1515;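 active means inhibition above the campaign mean of all tested compounds plus 3 SD, cut at about 14% in these data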;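 further: plate controls were DMSO wells with RBBP9 for no effect and wells lacking RBBP9 protein for full effect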
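Material: RBBP9 protein. Amount: RBBP9 at 2.5 µM in dispensed solution, before mixing. Schedule: 30 min then 45 min, 25 °C. Medium: Tris buffer pH 8.0, NaCl, Pluronic. Measured by: fluorescence polarization. Measure: percent inhibition from mP, scaled between DMSO and no-protein wells. Replication: one well per compound.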
Furin inh – inhibitors of human furin; purified furin, fluorogenic substrate cleavage; inhibition, % at 30 µM; hit rate 0.061% among 220,000; AID 463115; in the data active means inhibition above about 25%; further: inactives centre near -15
m-calpain inh – calpain II (pig) inhibition. purified calpain II, fluorogenic peptide substrate, 30 min. inhibition, % at 16 µM. hit rate 0.37% among 220,000;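 active means inhibition above about 50%, limit read from the data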
Runt-CBFb FRET – inhibitors of human RUNX1 Runt domain binding to CBFb; Q01196+Q13951; Cerulean-Runt/Venus-CBFb FRET ratio 530/480, 1 h; inhibition, % at 20 µM; hit rate 0.46% among 220,000; AID 1496;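 active means inhibition over about 50% at 20 µM in the single-dose screen, limit read from the data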;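 further: 0% = DMSO wells and 100% = excess unlabeled CBFb competitor control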
Target sequence (Q01196 whole entry, looked up, the tested form may be a part): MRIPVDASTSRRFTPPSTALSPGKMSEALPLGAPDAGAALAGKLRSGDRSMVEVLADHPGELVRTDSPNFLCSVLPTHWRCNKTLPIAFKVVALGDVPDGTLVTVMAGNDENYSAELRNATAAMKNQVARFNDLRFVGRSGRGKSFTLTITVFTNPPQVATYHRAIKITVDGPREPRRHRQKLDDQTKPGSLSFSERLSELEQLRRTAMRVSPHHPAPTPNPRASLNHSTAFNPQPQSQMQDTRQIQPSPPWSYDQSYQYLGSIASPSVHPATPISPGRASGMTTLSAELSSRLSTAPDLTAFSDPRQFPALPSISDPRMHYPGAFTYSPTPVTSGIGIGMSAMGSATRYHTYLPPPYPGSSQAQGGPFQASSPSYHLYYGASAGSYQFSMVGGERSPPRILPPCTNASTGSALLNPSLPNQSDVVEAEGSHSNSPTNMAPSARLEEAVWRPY
Target sequence (Q13951 whole entry, looked up, the tested form may be a part): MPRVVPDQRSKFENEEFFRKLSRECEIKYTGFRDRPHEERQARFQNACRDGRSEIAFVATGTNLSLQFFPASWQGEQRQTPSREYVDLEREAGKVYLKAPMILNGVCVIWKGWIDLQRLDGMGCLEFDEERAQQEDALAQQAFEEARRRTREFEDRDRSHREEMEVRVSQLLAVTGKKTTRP
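System: Cerulean-labeled Runt domain protein | Quantity: 100 nM of each labeled protein | Schedule: 1 h compound exposure, room temperature | Detection: Fluorescence energy transfer, 422 nm excitation, 530/480 nm emission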
p47phox inh – inhibitors of human p47phox binding | hit rate 0.53% among 220,000 | P14598 | inhibition, % at 24.7 µM | p47phox/p22phox peptide binding, fluorescence polarization, 2 h | AID 1274;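 active means inhibition above about 30%, limit read from the data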;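 further: 0% = p47phox with labelled peptide and 100% = labelled peptide alone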
Target sequence (P14598 whole entry, looked up): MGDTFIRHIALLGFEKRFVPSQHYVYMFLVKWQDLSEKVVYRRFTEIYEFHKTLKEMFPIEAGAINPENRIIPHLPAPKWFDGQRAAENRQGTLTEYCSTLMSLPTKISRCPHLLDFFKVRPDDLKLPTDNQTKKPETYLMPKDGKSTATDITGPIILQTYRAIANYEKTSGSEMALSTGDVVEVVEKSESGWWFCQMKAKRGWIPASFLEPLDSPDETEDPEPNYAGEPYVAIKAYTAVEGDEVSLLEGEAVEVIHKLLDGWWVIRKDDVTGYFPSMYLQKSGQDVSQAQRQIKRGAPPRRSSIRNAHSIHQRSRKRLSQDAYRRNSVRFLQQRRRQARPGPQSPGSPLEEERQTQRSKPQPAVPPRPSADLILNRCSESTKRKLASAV
p97 ATPase inh – inhibitors of human p97 ATPase; AID 1481; P55072; inhibition, % at 8 µM; hit rate 0.42% among 220,000; recombinant p97 ATPase, Kinase-Glo ATP luminescence, 3 h; in the data active means inhibition above about 15%;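 further: 0% = DMSO vehicle and 100% = wells lacking enzyme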
Runt-SMMHC FRET – blocks binding of human RUNX1 Runt domain to CBFb-SMMHC; Q01196+Q13951; Cerulean-Runt/Venus-CBFb-SMMHC FRET ratio 530/480, 1 h; inhibition, % at 20 µM; hit rate 0.74% among 220,000;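 active means mean inhibition across duplicate retests at 20 µM reaching about 50%, limit read from the data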;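 further: 0% = DMSO wells and 100% = wells with excess untagged CBFb-SMMHC; inhibitors lower the FRET ratio by blocking Runt binding to CBFb-SMMHC; some results filed as inactive read as strong as hits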
TbHK1 inh – T. brucei hexokinase 1 inhibition; recombinant TbHK1, G6PDH-coupled NADH A340; inhibition, % at 10 µM; hit rate 0.11% among 220,000;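 active means inhibition of 50% or more in the single-dose primary screen; inactive means inhibition below 50%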
EBV gp42 block – inhibitors of Epstein-Barr virus glycoprotein 42; Q1HVG2; Fluorescence polarization binding assay, mP read-out; inhibition, % (tested at 21.74 µM); hit rate 0.42% among 220,000; AID 1085; in the data active means inhibition above about 50%
Starred values were filed as active, the others as inactive; · = not tested or not shown; [ ] = dose if it differs, or a comment.

Screens in order – RBBP9 inh	Runt-CBFb FRET	m-calpain inh	p47phox inh	Furin inh	p97 ATPase inh	TbHK1 inh	Runt-SMMHC FRET	EBV gp42 block
> OC1(c2ccc(Cl)cc2)CCN(Cc2nc(-c3cnccn3)no2)CC1
  -4	3	-8	4	-18	3	-9	0	8
> CCc1ccc2nc(Nc3ccc(OC)cc3OC)c(C#N)cc2c1
  -4	-10	5	-35	-4	-3	-6	-11	-2
> Cc1nc2ccccn2c1/C(O)=C1\C(=O)C(=O)N(CCN2CCOCC2)C1c1cccnc1 (centres undefined)
  2	2	4	-12	-5	4	-19	17	-6
> CCOc1ccccc1C1C(C#N)=C(N)Oc2cc(C)n(C)c(=O)c21 (centres undefined)
  -4	1	-4	-7	-19[20 µM]	1	-9	0	-6
> CCOC(=O)c1sc(NC(=O)CSc2nnc(C(C)C)n2CC)nc1C
  -3	-2	-32	3	-8	-2	14	0	-3
> O=C(/C=C/c1ccc(Br)cc1)c1ccc(NC2=NCCCS2)cc1
  1	-8	-8	-14	-15	5	-9	-9	-3
> Cc1ccc(C)c(/C=C(\C(=O)O)c2ccc(S(=O)(=O)N3CCCCC3)s2)c1
  -10	-4	-28	-10	-15	2	2	-8	-5
> Cc1ccc(-c2noc(CCC(=O)NCC3CCCO3)n2)cc1 (centres undefined)
  -12	1	-13	-8	-20[20 µM]	3	1	-3	-3
> O=C(Nc1cccc(S(=O)(=O)N2CCCCC2)c1)c1c2c(nc3ccccc13)CCN(Cc1ccccc1)C2
  -12	-3	-68	-62	-5	0	-8	9	-1
> Cn1ccnc1C1CCCCN1Cc1nc(-c2ccc(Cl)cc2)no1 (centres undefined)
  1	·	-20	-22	-22	0	1	·	-5
> CCN(CC)CCNC(=O)c1ccc(NC(=O)c2ccc(Cl)c(S(=O)(=O)N3CCCCCC3)c2)cc1
  -7	4	18	-3	-10	3	-3	-5	10
> COC(=O)N/N=C\c1cc2c(cc1Br)OCO2
  -6	-1	6	2	-7	-2	-17	-4	12
> CCOC(=O)C(=O)Nc1cc([N+](=O)[O-])ccc1C
  -6	1	-13	-11	-24	-1	16	1	1
> O=C(NN1CCOCC1)c1cccc(COc2cccc(Br)c2)c1
  -4	2	-18	-2	-34	2	-6	4	-3
> Cc1ccc(C(C)C)c(OCC(=O)N2CCOCC2)c1
  -7	-1	-16	-3	-11	-4	4	-2	-15

Compounds above with a cyano group:
Screens in order – RBBP9 inh	Runt-CBFb FRET	m-calpain inh	p47phox inh	Furin inh	p97 ATPase inh	TbHK1 inh	Runt-SMMHC FRET	EBV gp42 block
> CCc1ccc2nc(Nc3ccc(OC)cc3OC)c(C#N)cc2c1
  -4	-10	5	-35	-4	-3	-6	-11	-2
> CCOc1ccccc1C1C(C#N)=C(N)Oc2cc(C)n(C)c(=O)c21 (centres undefined)
  -4	1	-4	-7	-19[20 µM]	1	-9	0	-6

The list goes on.
Screens in order – RBBP9 inh	Runt-CBFb FRET	m-calpain inh	p47phox inh	Furin inh	p97 ATPase inh	TbHK1 inh	Runt-SMMHC FRET	EBV gp42 block
> CCN(C(=O)COC(=O)CNC(=O)C12CC3CC(CC(C3)C1)C2)C1CCS(=O)(=O)C1 (centres undefined)
  2	-3	9	-4	-12	3	34	1	-6
> CCCC(=O)Nc1sc(C)c(C)c1C#N
  -6	8	-6	-7	-7	5	-5	-6	-24
> CC(=O)Nc1ccccc1C(=O)C(=O)Nc1ccc(C(=O)NCC2CCCO2)cc1 (centres undefined)
  -13	-1	11	6	-2	-5	5	0	5
> O=C(Cc1nc2ccccc2[nH]c1=O)c1ccccc1
  8	-32	-19	-84	-17	1	1	11	52*
> O=C(CCC(=O)N1CCN(S(=O)(=O)c2ccc3ccccc3c2)CC1)Nc1cc(Cl)cc(Cl)c1
  -15	-6	-45	-16	-24	2	-11	-4	-7
> Cc1ccccc1-n1c(-c2ccoc2C)n[nH]c1=S
  -6	6	2	8	-11	-3	-4	11	0
> Cc1cc(C)cc(NC(=O)CSc2nc3c(oc4ccccc43)c(=O)n2-c2ccccc2)c1
  -2	-3	-41	-26	-20	10	-14	-4	-25
> CSc1ccc(C#N)cc1NC(=O)c1ccc(Cl)cc1Cl
  -7	1	7	2	-22[20 µM]	-1	-2	-4	-11
> CC(=O)c1cc(-c2ccccc2)n(CCC(=O)NC(C)(C)C)c1C
  -7	0	8	2	-4	1	-9	0	-2
> CCn1cc(C(=O)OCC(=O)Nc2cccc(S(=O)(=O)N3CCOCC3)c2)c(=O)c2ccc(C)nc21
  3	-5	-91	-5	-12[20 µM]	0	-18	0	-18
> O=C1C(=Cc2ccco2)C(=O)c2ccccc21
  0	17	-1	-8	-9	-2	5	1	19
> COc1ccc(OC)c(NC(=O)CNC(=O)c2ccc([N+](=O)[O-])cc2)c1
  -7	1	3	-1	-19	2	-11	1	-10
> CCOC(=O)C(C(=O)OCC)C(C(=O)OCC)N1CCOCC1 (centres undefined)
  -2	4	4	3	-19[20 µM]	5	26	3	-8
> Cc1c(NC(=O)Nc2c(Cl)cccc2Cl)c(=O)n(-c2ccccc2)n1C
  -5	1	-12	-4	-18	7	-6	62	-5
> CCC(NC(=O)NCc1ccc2c(c1)OCO2)(C(F)(F)F)C(F)(F)F
  4	-2	-12	-9	-29[20 µM]	1	6	-2	-12
> COc1ccc(-c2cn(-c3ccc(C)cc3)c(=O)n2CC(=O)Nc2ccc(OC)cc2OC)cc1
  -8	-1	-30	-125	-10[20 µM]	-4	-12	1	-8
> O=C(Cc1ccccc1)Nc1ccccc1C(=O)N1CCCCCC1
  -8	-1	-13	-2	-17	-4	-6	0	0
> Cc1ccc2occ(/C=C/C(=O)O)c(=O)c2c1
  -5	-1	7	0	-15	-4	-2	3	-18
> Cc1cc(C)c(OCC(=O)N/N=C/c2ccc3c(c2)OCO3)c(C)c1
  -7	-3	13	-18	4	-5	17	-4	2
> COc1ccc(C2c3ccc(O)cc3Oc3ncn(CCCO)c(=N)c32)cc1 (centres undefined)
  4	26	12	-14	12	3	-4	38	-11
> CCN(CC)S(=O)(=O)c1cccc(NC(=O)COC(=O)CNC(=O)c2cccc(F)c2)c1
  -6	2	-7	-11	-27	0	-1	1	-19
> O=C(CCc1nc(-c2ccccc2F)no1)NC1CCN(Cc2ccccc2)CC1
  -6	-2	20	-11	-16[20 µM]	-4	6	-5	-9
> Cc1occc1C(=O)N/N=C/C1=C(N2CCOCC2)C(=C\c2ccc(Cl)cc2Cl)/CC1
  -2	-87	-64	-33	0	4	25	-279	-17
> O=C(NCCCN1CCOCC1)C(=O)NCc1ccc(Cl)cc1
  0	1	-30	2	-20	3	1	-3	0
> CC1CN(C(=O)c2cccc(C(=O)N3CC(C)OC(C)C3)c2)CC(C)O1 (centres undefined)
  1	-3	-5	0	-7	-4	4	-3	2
> Cc1ccccc1Cn1cnc2c(nnn2Cc2ccc(F)cc2)c1=O
  -6	-4	-10	-9	-22	3	0	-1	3
> CCN(CC)C(=O)N1CCC(NC(=O)c2ccccc2)CC1
  -2	-2	18	-6	-28	-3	-1	1	-18
> O=C1c2cccc3cccc(c23)C(=O)N1CCN1CCN(CC(O)COc2ccccc2)CC1 (centres undefined)
  -7	-5	-1	2	-8	3	-21	-6	-13
> Cc1ccc(S(=O)(=O)NNC(=S)NCCc2ccccc2)cc1
  -10	17	-4	-12	-12	2	-11	0	0
> CC(C)CC(=O)NCCc1ccncc1
  -3	3	-16	8	-10[20 µM]	-3	-2	1	-20
> Cc1ccc(C)c(-n2c(SCC(=O)Nc3nnc(C)s3)nnc2-c2ccoc2C)c1
  -5	-2	9	-5	1	10	-3	-37	1
> COc1cccc(C2c3c(C)nn(-c4ccc([N+](=O)[O-])cc4)c3N=C3C(=O)Nc4ccccc4N32)c1 (centres undefined)
  -1	-2	-29	-5	-9	5	-20	-11	-18
> CCOc1ccc(CCNC(=O)Cc2nn[nH]n2)cc1OCC
  -10	2	6	-13	-22	4	-2	0	-15
> [N-]=[N+]=CC(=O)C(c1ccccc1)(c1ccccc1)c1ccccc1
  6	-2	-11	-5	-24	2	-6	0	-12
> COc1cc(/C=N/N2CCOCC2)ccc1OC(=O)c1ccco1
  -4	0	-6	-1	-32	-1	-4	1	-19
> CCn1c(COc2ccc(Cl)cc2)nnc1SCc1ccc(C#N)cc1
  -1	-3	-3	-10	-6	-6	-3	-1	0
> CCCCN1CN=C(Nc2nc3ccccc3o2)NC1
  -5	0	-1	-1	-4[20 µM]	-7	3	-1	-1
> O=C(NCc1ccc2c(c1)OCO2)c1ccc2c(c1)OCO2
  -14	2	36	1	-7	-3	-3	2	3
> COc1ccc(OCC(=O)N/N=C(/C)Cc2ccccc2)cc1
  -7	1	-1	-13	-19	2	8	0	-17
> COC(=O)c1ccc(NC(=O)CSc2nncn2C)cc1
  -4	-1	1	-7	-22	-4	2	4	8
> CCOC(=O)C1C(C)N=C2SCC(=O)N2C1c1cccc(Br)c1 (centres undefined)
  -11	2	33	-22	-10	-5	-6	4	15
> Cc1cc(C)n(C(=O)CCC2COc3ccccc3O2)n1 (centres undefined)
  -2	0	-1	2	-23[20 µM]	-1	4	-3	-17
> CSc1cccc(NC(=O)CSc2ncccc2C(=O)Oc2cccc([N+](=O)[O-])c2)c1
  -4	2	1	-27	-2	0	-5	2	-6

An excerpt from above in order of heavy-atom count, ascending:
Screens in order – RBBP9 inh	Runt-CBFb FRET	m-calpain inh	p47phox inh	Furin inh	p97 ATPase inh	TbHK1 inh	Runt-SMMHC FRET	EBV gp42 block
> CC(C)CC(=O)NCCc1ccncc1
  -3	3	-16	8	-10[20 µM]	-3	-2	1	-20
> CCCCN1CN=C(Nc2nc3ccccc3o2)NC1
  -5	0	-1	-1	-4[20 µM]	-7	3	-1	-1
> Cc1cc(C)n(C(=O)CCC2COc3ccccc3O2)n1 (centres undefined)
  -2	0	-1	2	-23[20 µM]	-1	4	-3	-17
> O=C(NCc1ccc2c(c1)OCO2)c1ccc2c(c1)OCO2
  -14	2	36	1	-7	-3	-3	2	3
> CCOc1ccc(CCNC(=O)Cc2nn[nH]n2)cc1OCC
  -10	2	6	-13	-22	4	-2	0	-15
> COc1cc(/C=N/N2CCOCC2)ccc1OC(=O)c1ccco1
  -4	0	-6	-1	-32	-1	-4	1	-19
> CCn1c(COc2ccc(Cl)cc2)nnc1SCc1ccc(C#N)cc1
  -1	-3	-3	-10	-6	-6	-3	-1	0
> Cc1ccc(C)c(-n2c(SCC(=O)Nc3nnc(C)s3)nnc2-c2ccoc2C)c1
  -5	-2	9	-5	1	10	-3	-37	1
> CSc1cccc(NC(=O)CSc2ncccc2C(=O)Oc2cccc([N+](=O)[O-])c2)c1
  -4	2	1	-27	-2	0	-5	2	-6
> O=C1c2cccc3cccc(c23)C(=O)N1CCN1CCN(CC(O)COc2ccccc2)CC1 (centres undefined)
  -7	-5	-1	2	-8	3	-21	-6	-13
> COc1cccc(C2c3c(C)nn(-c4ccc([N+](=O)[O-])cc4)c3N=C3C(=O)Nc4ccccc4N32)c1 (centres undefined)
  -1	-2	-29	-5	-9	5	-20	-11	-18

Screening results from PubChem BioAssay.
